Screens deposited in PubChem by National Center for Advancing Translational Sciences (NCATS).
ALDH1A1 block: qHTS Assay for Inhibitors of Aldehyde Dehydrogenase 1 (ALDH1A1). actives 7.3% (n = 220,000). Purified ALDH1A1, NADH fluorescence, propionaldehyde substrate. Potency, µM (titrated, usually from 75.3 µM), for inactives: top-dose activity, negative = inhibition, usual class: inhibitors; active means well fitted inhibition curve with a large enough effect, not every such curve was filed as active; inconclusive means small, poorly fitted or top-dose-only effect, or another doubt; inactive means no such curve, though single readings can be large or run the other way;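 further: plate controls were no enzyme wells and a reference inhibitor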
Tau fluor counter: Counterscreen qHTS for Inhibitors of Tau Fibril Formation, Fluorescence Polarization. tau K18 P301L Alexa594 fluorescence, heparin fibrillization. Potency, µM (series often up to 57.7 µM), inactives show top-dose activity change, negative = decrease. actives 0.93% (n = 280,000). AID 1463, 2008; further: on the % scale 0 is the no-effect control and ±100 the full control effect; nearly all actives have a fitted effect of over 55% in size
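Human tau K18 P301L (15 uM unlabeled, 0.24 uM Alexa 594-labeled) in 100 mM sodium acetate pH 7 with 20 uM heparin, 6 hr at 37 C. ThT 30 uM added, 1 hr ambient; Alexa 594 FP and total fluorescence read at 555/632 nm.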
GAA spleen mod: qHTS Assay for Inhibitors and Activators of Human alpha-Glucosidase From Spleen Homogenate; Lysosomal alpha-glucosidase (Homo sapiens), P10253; human spleen homogenate, 4-MU-alpha-glucoside fluorescence; Potency, µM (series often up to 79.9 µM), without a hit: top-dose activity change, negative = inhibition, actives largely listed as inhibitors; actives 0.006% (n = 240,000); AID 2112, 2009;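 further: 0% = enzyme with vehicle and -100% = no enzyme basal signal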
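Enzyme source: human spleen homogenate, 1 ug/well. Buffer 50 mM citric acid/K phosphate pH 5.0, 0.01% Tween-20. 4-MU-alpha-glucoside 1 mM; 37 C x 40 min; NaOH/glycine stop; fluorescence.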
GAA glycogen: qHTS Assay for Inhibitors and Activators of Human alpha-Glucosidase Cleavage of Glycogen. Lysosomal alpha-glucosidase (Homo sapiens), P10253. recombinant GAA, glycogen substrate, Amplex Red glucose oxidase fluorescence. Potency, µM (titrated, usually from 76.4 µM), without a hit: at the highest dose activity change, negative = inhibition, usual class: inhibitors. actives 0.38% (n = 300,000). AID 2100, 2009;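 further: 0% = full enzyme reaction and -100% = no-enzyme basal signal; the screen sought inhibitors and activators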
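Recombinant human enzyme (4 nM); glycogen substrate; 37 C, 40 min, pH 5.0. Readout: coupled glucose oxidase/Amplex Red fluorescence.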
NPSR antag: qHTS Assay for Antagonists of the Neuropeptide S Receptor: cAMP Signal Transduction; Q6W5P4; CHO-NPSR cells, cAMP TR-FRET, antagonist mode; Potency, µM (series often up to 38.3 µM), for the others: at the top dose activity change, negative = inhibition, actives largely listed as inhibitors; actives 1% (n = 220,000); further: on the % scale 0 is the no-effect control and ±100 the full control effect; nearly all actives have a fitted effect of over 50% in size; many of its hits are not listed in these tables
Target sequence (Q6W5P4 whole entry, looked up): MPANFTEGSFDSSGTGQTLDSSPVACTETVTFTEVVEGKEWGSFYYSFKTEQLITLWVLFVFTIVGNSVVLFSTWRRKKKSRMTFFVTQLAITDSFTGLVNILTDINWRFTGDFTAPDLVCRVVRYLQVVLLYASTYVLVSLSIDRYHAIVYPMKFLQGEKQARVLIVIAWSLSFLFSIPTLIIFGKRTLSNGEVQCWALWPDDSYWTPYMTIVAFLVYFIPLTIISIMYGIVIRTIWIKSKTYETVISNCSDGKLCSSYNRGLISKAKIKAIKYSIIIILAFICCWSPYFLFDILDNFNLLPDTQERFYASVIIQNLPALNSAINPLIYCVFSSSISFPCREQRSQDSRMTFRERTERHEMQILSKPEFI
GLA spleen mod: qHTS Assay for Inhibitors and Activators of Human alpha-Galactosidase From Spleen Homogenate; Alpha-galactosidase A (Homo sapiens), P06280; human spleen homogenate, 4MU-alpha-Gal fluorescence, 40 min; Potency, µM (doses to about 80 µM), for the others: top-dose activity change, negative = inhibition, most hits filed as inhibitors; actives 0.008% (n = 240,000); AID 2107, 2009;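 further: 0% = enzyme with vehicle and -100% = no enzyme basal signal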
Target sequence (P06280 32-429 limits assumed): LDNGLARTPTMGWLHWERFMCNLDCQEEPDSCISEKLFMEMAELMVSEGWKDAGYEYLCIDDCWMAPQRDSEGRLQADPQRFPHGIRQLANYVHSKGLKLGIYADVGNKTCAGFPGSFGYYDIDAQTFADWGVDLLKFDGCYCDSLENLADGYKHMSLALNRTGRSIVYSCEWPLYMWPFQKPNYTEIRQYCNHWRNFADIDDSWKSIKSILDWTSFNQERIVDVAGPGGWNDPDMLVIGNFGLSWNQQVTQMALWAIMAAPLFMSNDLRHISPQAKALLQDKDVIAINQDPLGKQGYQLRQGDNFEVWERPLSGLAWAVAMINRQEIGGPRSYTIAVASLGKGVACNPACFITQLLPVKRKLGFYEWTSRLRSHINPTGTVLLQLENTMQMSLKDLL
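Inhibition or activation of alpha-galactosidase in human spleen homogenate is scored by 4-MU fluorescence after 40 min at 37C, pH 5.0, with 1 mM substrate. AC50s come from concentration-response fitted to the Hill equation.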
GAA inhib: qHTS Assay for Inhibitors of Human alpha-Glucosidase as a Potential Chaperone Treatment of Pompe Disease | Lysosomal alpha-glucosidase (Homo sapiens), P10253 | purified human GAA, 4-MU-alpha-glucoside fluorescence | Potency, µM (titrated, usually from 76.9 µM), for inactives: at the top dose activity change, negative = inhibition, most hits filed as inhibitors | actives 0.005% (n = 200,000) | AID 1466, 2008;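 further: plate controls were uninhibited enzyme wells for no effect and no-enzyme background for full effect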
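Compounds are titrated up to 77 uM against 4 nM human enzyme. Substrate 4-methylumbelliferyl-alpha-D-pyranoside (400 uM) reacts 20 min at room temperature in pH 5.0 buffer; liberated 4-methylumbelliferone is read at 440 nm.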
Epigenetic reg: Quantitative High-Throughput Screen for Regulators of Epigenetic Control; murine LDR cells, GFP reporter derepression, 30 h; Potency, µM (doses to about 53.9 µM), for the others: at the highest dose GFP activation, actives largely listed as activators; actives 0.2% (n = 280,000); AID 1865, 2009; further: % of control where 0% means no effect; nearly all actives have a fitted effect of over 60% in size
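Murine LDR cells bearing a silenced CMV-driven GFP reporter were exposed to compound for 30 h at 37 C. After PBS washes, GFP-positive cells (20-120 um objects) counted by laser-scanning microplate cytometry.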
Numbers without * were called inactive; ? = inconclusive; . = no result given; [ ] = remark or other dose. Unless noted, the call rests on the fitted dose curve; in most records, active means well fitted curve in the direction sought with a large enough effect; inconclusive means small, poorly fitted or top-dose-only effect, or another doubt; inactive means no such curve, though single readings can be large; an effect the other way counts as inactive or inconclusive. Potency means the concentration at half of the fitted maximal effect. A portion of the library (hit frequency here may not be typical).

(1) CSC1=NC(C)(C)C=C(/C=C/c2c(Cl)cccc2Cl)N1
(2) CCOC(=O)C1=C(C)N=C2SCCC(=O)N2[C@@H]1c1cccs1
(3) COc1cc(-c2nnc(COC(=O)C3c4ccccc4Oc4ccccc43)o2)cc(OC)c1OC
(4) COc1ccc(S(=O)(=O)N2CCOCC2)cc1OC
(5) CCOc1ccc2nc3sc(C(=O)N4CCN(C)CC4)c(N)c3cc2c1
(6) Cc1cc(C(=O)COC(=O)Cc2n[nH]c(=O)c3ccccc23)c(C)n1-c1cccc(C(F)(F)F)c1

entry no.	1	2	3	4	5	6
ALDH1A1 block	?	.	-9%	2%	-11%	7.9µM*
Tau fluor counter	-11%	-5%	-10%	5%	?	-13%
GAA spleen mod	7%	7%	0%	0%	-1%	-4%
GAA glycogen	-13%	-3%	-5%	2%	-1%	-16%
NPSR antag	-49%	2%	-17%[46.1 µM]	8%	-19%[46.1 µM]	?
GLA spleen mod	12%	4%	-4%	5%	3%	-17%
GAA inhib	0%	.	2%	-2%	11%	-8%
Epigenetic reg	?	0.3%	-2.0%	-0.7%	1.9%	-0.1%

(7) Cc1ccccc1NC(=O)c1cc(S(=O)(=O)N2CCCCC2)cs1
(8) O=C(Nc1nc2ccc(F)cc2s1)c1ccccn1
(9) CC1CC[C@@]23CCC4(C)[C@@]5(C)CCC6C(C)(C)C(O)CC[C@@]6(C)C5C=C[C@@]4(OC2=O)C3C1C (stereo partly specified)
(10) Cc1cc(O)c(/C=N/Nc2ccccc2)c(=O)o1
(11) N#CC1=C2SCN(c3ccc(F)cc3)CN2C(=O)CC1c1cccc(F)c1 (stereo unspecified)
(12) CC(C)C(C(=O)C=[N+]=[N-])N1C(=O)c2ccccc2C1=O (stereo unspecified)

entry no.	7	8	9	10	11	12
ALDH1A1 block	?	-1%	4%	7.9µM*	1.9µM*	?
Tau fluor counter	-3%	-15%	-1%	-16%	?	14%
GAA spleen mod	4%	1%	-3%	-4%	-7%	2%
GAA glycogen	-1%	6%	.	?	16%	-6%
NPSR antag	-24%[46.1 µM]	-41%	.	-29%[46.1 µM]	-3%[46.1 µM]	2%[46.1 µM]
GLA spleen mod	9%	6%	-4%	-5%	10%	10%
GAA inhib	-9%	-3%	.	-9%	-15%	-14%
Epigenetic reg	-6.0%	-3.0%	-0.8%	-1.0%	1.0%	2.0%

Exported with values under each structure: entries from further up
Every second line gives: ALDH1A1 block	Tau fluor counter	GAA spleen mod	GAA glycogen	NPSR antag	GLA spleen mod	GAA inhib	Epigenetic reg
7: Cc1ccccc1NC(=O)c1cc(S(=O)(=O)N2CCCCC2)cs1
→ ?	-3%	4%	-1%	-24%[46.1 µM]	9%	-9%	-6.0%
8: O=C(Nc1nc2ccc(F)cc2s1)c1ccccn1
→ -1%	-15%	1%	6%	-41%	6%	-3%	-3.0%
9: CC1CC[C@@]23CCC4(C)[C@@]5(C)CCC6C(C)(C)C(O)CC[C@@]6(C)C5C=C[C@@]4(OC2=O)C3C1C (stereo partly specified)
→ 4%	-1%	-3%	.	.	-4%	.	-0.8%
10: Cc1cc(O)c(/C=N/Nc2ccccc2)c(=O)o1
→ 7.9µM*	-16%	-4%	?	-29%[46.1 µM]	-5%	-9%	-1.0%
11: N#CC1=C2SCN(c3ccc(F)cc3)CN2C(=O)CC1c1cccc(F)c1 (stereo unspecified)
→ 1.9µM*	?	-7%	16%	-3%[46.1 µM]	10%	-15%	1.0%

Next part.
(13) CCc1nn(C(C)C(=O)Nc2cccc(C)c2C)c(=O)c2cc3occc3n12 (stereo unspecified)
(14) CCSc1nnc(NC(=O)CN(C)S(=O)(=O)c2ccc(F)cc2)s1
(15) CC1(C)CC(=O)C=C(C(=O)N2CCCC(CCC(=O)NCc3ccccc3F)C2)O1 (stereo unspecified)
(16) CCOC(=O)c1ccc(NC(=O)CSC2=NC(=O)C(CC)C(=O)N2)cc1 (stereo unspecified)
(17) CC1CC(C)(C)NC(=S)N1CCC(=O)N1c2ccccc2CC1C (stereo unspecified)
(18) Cc1ccc(S(=O)(=O)NC2=NCCC2)cc1

entry no.	13	14	15	16	17	18
ALDH1A1 block	3%	-28%	-3%	-4%	4%	-1%
Tau fluor counter	1%	-8%	1%	-14%	-10%	7%
GAA spleen mod	-13%	-5%	-3%	-17%	1%	-13%
GAA glycogen	3%	6%	7%	-1%	-4%	4%
NPSR antag	?	-12%[46.1 µM]	-18%	-9%[46.1 µM]	-13%	-3%[46.1 µM]
GLA spleen mod	-6%	-9%	-2%	19%	-3%	6%
GAA inhib	0%	?	-19%	-4%	1%	-6%
Epigenetic reg	1.6%	-1.1%	-7.2%	2.3%	0.0%	0.0%

(19) CC(=O)N1CCN(c2cccc(C)c2C)CC1
(20) O=C(O)Cc1sc(-c2ccc(Cl)cc2)nc1-c1ccccc1
(21) N#CCCN(Cc1ccccc1)C(=S)Nc1ccccc1
(22) CC(=O)Nc1ccc(OCCC[n+]2cccc(C(=O)[O-])c2)cc1
(23) O=C(O)C12CC3CC(C1)CC(n1ncc(N4CCN(c5ccccc5)CC4)c(Cl)c1=O)(C3)C2
(24) O=C(O)CCCN1C(=O)/C(=C\c2ccco2)SC1=S

entry no.	19	20	21	22	23	24
ALDH1A1 block	?	?	6%	-6%	7.1µM*	?
Tau fluor counter	1%	3%	1%	-7%	-4%	-29%
GAA spleen mod	5%	-4%	-1%	.	-25%	6%
GAA glycogen	-2%	6%	8%	9%	13%	1%
NPSR antag	15%[46.1 µM]	-15%[46.1 µM]	11%	1%	11%	33%
GLA spleen mod	9%	-12%	-15%	5%	-25%	5%
GAA inhib	-5%	5%	-4%	-1%	5%	-5%
Epigenetic reg	0.0%	-2.4%	0.0%	-1.1%	-3.2%	-3.1%

(25) CC(=O)c1ccc(OC(C)C)c(Cc2c(O)nc(N)[nH]c2=O)c1
(26) CC1(NC(=O)COc2ccccc2-c2ccccc2)CCS(=O)(=O)C1 (stereo unspecified)
(27) CCCc1cc(C(=O)Nc2cc(C)on2)no1
(28) O=C(O)/C=C/c1cn(Cc2ccccc2Cl)nc1-c1ccccc1
(29) N#Cc1c(N2CCN(C(=O)c3ccccc3Cl)CC2)nc(-c2ccccc2)c2c1CCCC2
(30) COC(=O)c1ccc(-n2nnnc2SCC(=O)Nc2ccccc2C(=O)OC)cc1

entry no.	25	26	27	28	29	30
ALDH1A1 block	?	-7%	-5%	.	?	-1%
Tau fluor counter	5%	-7%	-3%	-8%	-2%	-15%
GAA spleen mod	-12%	3%	-1%	2%	8%	-6%
GAA glycogen	11%	7%	6%	-2%	10%	6%
NPSR antag	11%	0%[46.1 µM]	-10%[46.1 µM]	-31%	?	?
GLA spleen mod	-15%	1%	-5%	2%	0%	2%
GAA inhib	-7%	?	-2%	.	?	6%
Epigenetic reg	0.0%	-1.7%	0.7%	-3.1%	-1.0%	-0.9%

(31) CCOC(=O)c1c(NC(=O)CSc2nnc(CNc3ccc(F)cc3)o2)sc(C(C)=O)c1C
(32) CC(=O)NCCc1ccc(S(=O)(=O)N(C)C2CCS(=O)(=O)C2)cc1 (stereo unspecified)
(33) CCc1ccc(C2CC(=O)N3CN(c4ccccc4)CSC3=C2C#N)cc1 (stereo unspecified)
(34) CC(=O)OC1OCCOC1NC(=S)NCc1ccco1 (stereo unspecified)
(35) Nc1nonc1-n1nnc(C(=O)N/N=C/c2c(Cl)cccc2Cl)c1CSC1=NCCS1
(36) CN(n1cnc2ccccc2c1=O)S(C)(=O)=O

entry no.	31	32	33	34	35	36
ALDH1A1 block	?	-1%	10µM*	-71%	.	9%
Tau fluor counter	-21%	4%	?	-7%	-4%	-12%
GAA spleen mod	-20%	-7%	0%	-3%	6%	-4%
GAA glycogen	-10%	-4%	-4%	5%	4%	9%
NPSR antag	-13%[46.1 µM]	-21%[46.1 µM]	-10%[46.1 µM]	-10%	-20%	-20%
GLA spleen mod	-7%	-2%	2%	-5%	-1%	-1%
GAA inhib	-3%	-5%	-7%	2%	.	?
Epigenetic reg	2.9%	-2.1%	-1.0%	5.4%	0.0%	2.2%

Some values from the entries so far:
GLA spleen mod with compound 36 reads -1%
Epigenetic reg with compound 32 reads -2.1%
GAA spleen mod with compound 33 reads 0%
NPSR antag with compound 31 reads -13%[46.1 µM]
ALDH1A1 block with compound 34 reads -71%
NPSR antag with compound 35 reads -20%

New compounds follow:
(37) COC(=O)C1=C(C)N(C2CCCC2)C(=O)C1(NC(C)=O)C(F)(F)F (stereo unspecified)
(38) COc1ccc(C(Nc2ccccn2)c2oc(CO)cc(=O)c2O)cc1 (stereo unspecified)
(39) COc1ccccc1N(CC(=O)NC1CCCCC1)S(=O)(=O)c1cccs1
(40) Cc1cccc(NC2=C(Cl)C(=O)OC2OC(=O)c2ccco2)c1 (stereo unspecified)
(41) COc1ccccc1C(=O)Nc1ccc(-c2nnn(CC(=O)N3CCOCC3)n2)cc1
(42) c1ccc(CCNC2=NCCCS2)cc1
(43) CCCc1cc(N2CCCC(C(=O)NCc3ccc4c(c3)OCO4)C2)n2ncnc2n1 (stereo unspecified)
(44) CC1Cc2ccccc2N1c1ncnc2c1nnn2Cc1ccccc1Cl (stereo unspecified)

entry no.	37	38	39	40	41	42	43	44
ALDH1A1 block	7%	?	.	6%	-12%	?	-11%	-3%
Tau fluor counter	15%	5%	6%	-24%	-7%	10%	2%	-4%
GAA spleen mod	-3%	-2%	-1%	8%	-7%	-4%	1%	-3%
GAA glycogen	6%	-4%	-13%	6%	-11%	-15%	2%	2%
NPSR antag	-1%[46.1 µM]	6%	-17%	14%	1%	?	-10%[46.1 µM]	-2%[46.1 µM]
GLA spleen mod	10%	-1%	0%	4%	1%	-7%	1%	3%
GAA inhib	0%	2%	.	5%	?	-6%	6%	3%
Epigenetic reg	0.0%	0.1%	0.0%	?	1.5%	0.0%	-1.0%	-2.0%
